From PubChem
ALDH1A1 block = blocks purified human ALDH1A1 activity; 7.3% of 220,000 active; Potency, µM (series often up to 75.3 µM), for the others: at the top dose activity, negative = inhibition, actives largely listed as inhibitors; P00352; Purified ALDH1A1, NADH fluorescence, propionaldehyde substrate; AID 1030; active means well fitted inhibition curve with a large enough effect, not every such curve was filed as active; inconclusive means small, poorly fitted or top-dose-only effect, or another doubt; inactive means no such curve, though single readings can be large or run the other way;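 further: plate controls were no enzyme wells and a reference inhibitor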
Target sequence (P00352 whole entry, looked up): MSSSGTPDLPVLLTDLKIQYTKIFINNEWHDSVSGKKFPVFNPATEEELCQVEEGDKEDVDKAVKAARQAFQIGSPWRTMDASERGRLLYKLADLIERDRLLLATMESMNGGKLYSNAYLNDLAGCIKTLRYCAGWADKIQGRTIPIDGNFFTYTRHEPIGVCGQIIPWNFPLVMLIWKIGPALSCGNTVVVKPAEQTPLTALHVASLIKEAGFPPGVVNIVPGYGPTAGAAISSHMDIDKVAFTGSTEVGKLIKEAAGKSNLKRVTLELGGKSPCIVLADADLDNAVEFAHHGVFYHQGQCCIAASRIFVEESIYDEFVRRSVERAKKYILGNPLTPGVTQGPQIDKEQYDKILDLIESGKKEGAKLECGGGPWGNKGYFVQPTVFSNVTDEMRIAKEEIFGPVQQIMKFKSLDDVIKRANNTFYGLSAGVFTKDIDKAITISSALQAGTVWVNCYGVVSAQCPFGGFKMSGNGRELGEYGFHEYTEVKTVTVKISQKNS
GAA inh = inhibitors of human lysosomal alpha-glucosidase; P10253; purified human GAA, 4-MU-alpha-glucoside fluorescence; Potency, µM (doses to about 76.9 µM), for inactives: at the highest dose activity change, negative = inhibition, hits mostly inhibitors; 0.005% of 200,000 active; AID 1466;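 further: plate controls were uninhibited enzyme wells for no effect and no-enzyme background for full effect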
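Enzyme (4 nM final) mixed with compound (up to 77 uM), then 4-MU-alpha-D-pyranoside (400 uM final) added; 20 min at room temperature, pH 5.0. Reaction stopped at pH 10, fluorescence read, AC50 derived by Hill fit.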
aGlu spleen mod = inhibits or activates alpha-glucosidase in human spleen homogenate. Potency, µM (doses to about 79.9 µM), for inactives: at the highest dose activity change, negative = inhibition, actives largely listed as inhibitors. human spleen homogenate, 4-MU-alpha-glucoside fluorescence. P10253. 0.006% of 240,000 active;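 further: 0% = enzyme with vehicle and -100% = no enzyme basal signal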
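Human spleen homogenate (1 ug) with 4-methylumbelliferyl-alpha-D-glucopyranoside (1 mM final) in 50 mM citrate/phosphate pH 5.0, 0.01% Tween-20; 40 min at 37 C. Stopped at pH 10; 4-MU fluorescence Ex 365/Em 440 nm; AC50 by Hill fit.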
Tau fluor cs = counter-screen for tau fibril formation inhibitors | AID 1463 | 0.93% of 280,000 active | tau K18 P301L (four-repeat tau fragment) Alexa594 fluorescence, heparin fibrillization | Potency, µM (highest dose often 57.7 µM), without a hit: top-dose activity change, negative = decrease; further: on the % scale 0 is the no-effect control and ±100 the full control effect; nearly all actives have a fitted effect of over 55% in size
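Human K18 P301L tau (15 uM unlabeled plus 0.24 uM Alexa 594-labeled, final) in 100 mM sodium acetate pH 7 was mixed with compound and 20 uM heparin and incubated 6 hr at 37 C.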
NPSR antagonist = blocks cAMP signaling of the human neuropeptide S receptor; Q6W5P4; CHO-NPSR cells, cAMP TR-FRET, antagonist mode; Potency, µM (top dose mostly 38.3 µM), for the others: at the top dose activity change, negative = inhibition, hits mostly inhibitors; 1% of 220,000 active; AID 1461; further: on the % scale 0 is the no-effect control and ±100 the full control effect; nearly all actives have a fitted effect of over 50% in size; many of its hits are not listed in these tables
aGal spleen mod = alpha-galactosidase A (human) modulation | P06280 | human spleen homogenate, 4MU-alpha-Gal fluorescence, 40 min | AID 2107 | 0.008% of 240,000 active | Potency, µM (series often up to 80 µM), without a hit: at the top dose activity change, negative = inhibition, actives largely listed as inhibitors;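 further: 0% = enzyme with vehicle and -100% = no enzyme basal signal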
Target sequence (P06280 32-429 limits assumed): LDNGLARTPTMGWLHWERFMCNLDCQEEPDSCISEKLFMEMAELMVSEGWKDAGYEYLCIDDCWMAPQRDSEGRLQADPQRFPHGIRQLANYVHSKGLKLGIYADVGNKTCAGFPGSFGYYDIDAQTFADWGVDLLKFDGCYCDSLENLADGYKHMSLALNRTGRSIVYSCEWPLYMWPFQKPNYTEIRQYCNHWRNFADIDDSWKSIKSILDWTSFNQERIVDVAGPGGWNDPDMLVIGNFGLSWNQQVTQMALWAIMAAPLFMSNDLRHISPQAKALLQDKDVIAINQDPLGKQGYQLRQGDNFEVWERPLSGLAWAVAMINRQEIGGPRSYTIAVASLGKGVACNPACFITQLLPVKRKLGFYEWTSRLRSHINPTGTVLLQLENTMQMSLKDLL
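qHTS titration in buffer at pH 5.0. Alpha-galactosidase activity in spleen homogenate was measured via 4-methylumbelliferone release from 1 mM fluorogenic substrate after 40 min at 37C and a pH 10 stop. AC50 came from Hill fits of control-normalized data.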
GAA glycogen mod = inhibitors or activators of human alpha-glucosidase glycogen cleavage. P10253. recombinant GAA, glycogen substrate, Amplex Red glucose oxidase fluorescence. Potency, µM (highest dose often 76.4 µM), inactives show at the top dose activity change, negative = inhibition, hits mostly inhibitors. 0.38% of 300,000 active. AID 2100;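 further: 0% = full enzyme reaction and -100% = no-enzyme basal signal; the screen sought inhibitors and activators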
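Recombinant human enzyme (4 nM); glycogen substrate; 37 C, 40 min, pH 5.0. Readout: coupled glucose oxidase/Amplex Red fluorescence.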
Epigenetic reg = regulators of epigenetic silencing causing reporter derepression in mouse cells. murine LDR cells, GFP reporter derepression, 30 h. Potency, µM (series often up to 53.9 µM), for inactives: top-dose GFP activation, hits mostly activators. 0.2% of 280,000 active; further: % of control where 0% means no effect; nearly all actives have a fitted effect of over 60% in size
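Reporter derepression read as number of fluorescent GFP-positive objects, 20-120 um in size, counted by laser-scanning cytometer. Mouse LDR line with an epigenetically silenced CMV-GFP locus; compound incubation 30 h, 37 C.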
Starred values were filed as active, the others as inactive; ? = inconclusive; . = not tested or not shown; & = joins results of further samples; ! = not active in a repeat; [ ] = remark or other dose. Unless noted, the call rests on the fitted dose curve; in most records, active means well fitted curve in the direction sought with a large enough effect; inconclusive means small, poorly fitted or top-dose-only effect, or another doubt; inactive means no such curve, though single readings can be large; an effect the other way counts as inactive or inconclusive. Potency means the concentration at half of the fitted maximal effect. Not all compounds are listed; rates above refer to the full screens.

SMILES	ALDH1A1 block	GAA inh	aGlu spleen mod	Tau fluor cs	NPSR antagonist	aGal spleen mod	GAA glycogen mod	Epigenetic reg
Cn1c(C(=O)N2CCC(C(=O)N3CCC4(CC3)OCCO4)CC2)cc2sccc21	?	-2%	3%	-8%	-11%[46.1 µM]	4%	-15%	-1.0%
COc1ccc(NC2(C#N)CCCCC2)cc1	6%	8%	4%	10%	17%	2%	?	-3.3%
O=C1c2ccccc2-c2cccc3cccc1c23	-14%	.	-12%	-19%	.	4%	.	-0.5%
Cc1cc(/C=C2\C(=O)NC(=O)N(C)C2=O)c(C)n1-c1ccc2c(c1)OCO2	?	4%	6%	-22%	-9%[46.1 µM]	4%	5%	-0.2%
O=C(Cn1cnc2sc3c(c2c1=O)CCCC3)NCCCC(=O)N1CCC2(CC1)OCCO2	-1%	5%	2%	-3%	-4%[46.1 µM]	6%	-3%	0.7%
NCCCP(=O)(O)O	5%	.	-4%	-3%	3%[46.1 µM]	19%	.	1.3%
CSc1ncc(CN2CCCC(C(=O)c3cccc(Cl)c3)C2)cn1 (stereo unspecified)	2%	-8%	-4%	-10%	10%	4%	-10%	0.0%
CCOC(=O)C1CCN(/C=C2/C(=O)NC(=O)N(Cc3ccco3)C2=O)CC1	3.5µM*	-8%	10%	-12%	0%[46.1 µM]	-1%	10%	2.3%
CN(CCCCC(=O)/C=N/O)Cc1ccccc1 (tested in a mixture with another compound)	17%	?	5%	-3%	2%[46.1 µM]	4%	3%	-7.3%
Cn1c(O)c(C=NCCCN2CCCC2=O)c(=O)n(C)c1=O	11%	2%	0%	3%	-4%[46.1 µM]	4%	2%	-0.7%
CN1CCN(c2ccc([N+](=O)[O-])c(Sc3ccccn3)c2)CC1	?	-7%[15.4 µM]	0%	-15%	3%	-2%	2%	9.8%
COc1cc2c(cc1OC)-c1c(OC)c(OC)cc3c1[C@H](C2)N(C)CC3	?	-15%	4%	-13%	5%	5%	1%	-0.4%
Cc1ccsc1C(=O)C1CCCN(Cc2cccc(-n3cccn3)c2)C1 (stereo unspecified)	3%	-5%	-8%	-16%	45%	-1%	-6%	-0.9%
COc1ccc(NC2=NCC(C)S2)cc1 (stereo unspecified)	20%	6%	-7%	-7%	16%	9%	-2%	-2.4%
COc1cc(OC)c2c(c1)OCC1CON(C)C21 (stereo unspecified)	4%	-3%	.	2%	20%	-4%	1%	-2.2%
CCCCc1ccc(C(=O)O)nc1	4%	.	-4%	-17%&-8%	-12%[46.1 µM]	2%	.	-1.2%
CN1C(=O)N(C)C(=O)C2(Cc3c(nc4ccccn4c3=O)N3CCc4ccccc4C32)C1=O (stereo unspecified)	1%	-8%	1%	-1%	-17%[46.1 µM]	5%	-7%	-5.6%
Cc1[nH]c2ccccc2c1C1=CCNCC1	?	-4%	-10%	-20%	-16%[46.1 µM]	-22%	?	2.4%
O=C1NC(=O)N(c2ccc(F)cc2)C(=O)/C1=C/c1ccc(N2CCOCC2)cc1	4µM*	-9%	-6%	-14%	-31%	-2%	1%	0.0%
CC(=NCc1ccco1)c1c(O)n(-c2ccccc2C)c(=O)[nH]c1=O	.	.	-1%	4%	1%	-1%	0%	1.3%

Full records as entered above.
CN1C(=O)N(C)C(=O)C2(Cc3c(nc4ccccn4c3=O)N3CCc4ccccc4C32)C1=O (stereo unspecified) reads ALDH1A1 block = 1%; GAA inh = -8%; aGlu spleen mod = 1%; Tau fluor cs = -1%; NPSR antagonist = -17%[46.1 µM]; aGal spleen mod = 5%; GAA glycogen mod = -7%; Epigenetic reg = -5.6%
COc1cc(OC)c2c(c1)OCC1CON(C)C21 (stereo unspecified) reads ALDH1A1 block = 4%; GAA inh = -3%; aGlu spleen mod = .; Tau fluor cs = 2%; NPSR antagonist = 20%; aGal spleen mod = -4%; GAA glycogen mod = 1%; Epigenetic reg = -2.2%

More structures follow.
SMILES	ALDH1A1 block	GAA inh	aGlu spleen mod	Tau fluor cs	NPSR antagonist	aGal spleen mod	GAA glycogen mod	Epigenetic reg
CCC1(CC)C(=O)N(Cc2ccccc2)C(=O)N(Cc2ccccc2)C1=O	6%	-12%	-17%	-14%	?	-3%	-13%	-1.3%
COc1ccc(CN2CCN(c3ccccc3F)CC2)c(OC)c1	-8%	-1%	-7%	-10%	1%[46.1 µM]	-2%	0%	-0.7%
C[n+]1ccc(-c2ccncc2)cc1	-3%	5%	-17%	-3%	6%[46.1 µM]	-5%	-2%	-0.7%
N#CC(C#N)=Cc1ccc(N2CCCC2)cc1	10µM*	-3%	2%	-21%	-3%	9%	0%	0.5%
O=C1NC(=O)C2(Cc3ccccc3N3CCOCC32)C(=O)N1c1ccccc1 (stereo unspecified)	-6%	-2%	-2%	-19%	-7%[46.1 µM]	-4%	22%	6.8%
CCCCn1c(O)c(C(CC)=NCc2cccnc2)c(=O)[nH]c1=O	2%	4%	-9%	-27%	-9%[46.1 µM]	-5%	-3%	0.6%
CCC(C)C12CN3CCN(CC(C)(C3)C1=O)C2 (stereo unspecified)	5%	-1%	2%	-6%	-11%[46.1 µM]	-1%	-5%	-1.0%
CCCC12CN3CN(C1)CC(CCC)(C3)C2O (stereo unspecified)	1%	-1%	-8%	6%	-1%[46.1 µM]	-6%	9%	1.9%
O=C(O)c1nn(Cc2ccc(Cl)cc2Cl)c2ccccc12	3%&8%&3%	2%	6%&-21%&7%	-6%&0%&-12%	?	-14%&-7%&-4%	-6%	4.9%&0.2%&3.8%
O=c1[nH]c(=O)n(-c2ccc(F)cc2)c(O)c1C=Nc1ccccc1N1CCCC1	?	-13%	-18%	-2%	-5%[46.1 µM]	0%	0%	7.3%
O=C1OC(c2ccc(Cl)cc2)=N/C1=C\N1CC2CC(C1)c1cccc(=O)n1C2 (stereo unspecified)	.	.	-1%	-43%[0.0958 µM]	-6%	6%	1%	0.1%
Fc1ccc(C2=CCN(C(c3ccc(Cl)cc3)c3nnnn3Cc3ccccc3)CC2)cc1 (stereo unspecified)	?	-5%	4%	-25%	-22%	-3%	1%	-3.2%
CN1CC[C@@H]2CN3CCc4cccc(c43)[C@@H]2C1	-8%	.	1%	-16%	.	-3%	.	0.0%
O=C(O)[C@@H]1C[C@H]1[C@@H](NP(=O)(c1ccccc1)c1ccccc1)c1ccccc1	13%&-4%	5%	3%&0%	-1%&-10%	6%	7%&2%	5%	0.0%&1.1%
CC(N)[C@H](O)c1ccccc1 (stereo partly specified)	-7%	.	-1%	-3%	.	5%	.	1.1%
CCCCCCCCCCCCCCCC[N+](C)(C)C	1%	.	3%	-7%	.	5%	.	-0.5%
COc1ccc(C(=O)CC2(CC(=O)c3ccc(OC)cc3)C(=O)N(C)C(=O)N(C)C2=O)cc1	6%	-15%	5%	-15%	-15%[46.1 µM]	3%	-8%	1.8%
CCOC(=O)c1c(N)n(CCN2CCCCC2)c2nc3ccccc3nc12	?	?	5%	-5%	-13%[46.1 µM]	22%	1%	-0.9%
CCCCn1c(O)c(/C=C/C=Nc2ccccc2)c(=O)[nH]c1=O	-4%	-3%	-8%	-5%	2%	0%	15%	0.0%
CC1(C)CC(=O)C(C2(O)C(=O)NC(=O)NC2=O)=C(O)C1	8%	0%	-5%	-18%	-6%[46.1 µM]	-5%	-3%	-1.0%
O=P(Nc1ccccc1)(Oc1ccccc1)Oc1ccccc1	.	.	-2%	-10%	-42%	5%	1%	13%
CCN1C[C@]2(COC)CC[C@H](O)[C@@]34[C@@H]5C[C@H]6[C@@H](OC)[C@H]5[C@](O)(C[C@@H]6OC)[C@@](O)([C@@H](OC)[C@H]23)[C@@H]14	8%[20.9 µM]	.	5%[29.1 µM]	.	.	-8%[29.1 µM]	.	-0.3%[16.9 µM]
COc1ccc(CCn2c(O)c(C=NCc3cccnc3)c(=O)[nH]c2=O)cc1OC	-7%	-13%	-2%	5%	-3%[46.1 µM]	-6%	-20%	-0.8%
COc1ccc(/C=C2/C(=O)NC(=S)N(C3CC3)C2=O)cc1CN1C(=O)c2ccccc2C1=O	20µM*	3%	0%	-7%	-46%	-3%	-27%	1.1%
CCCCC/C=C\C/C=C\C/C=C\C/C=C\CCCC(=O)NCCO	10µM*!	.	7%&-2%&-1%&-14%	-4%&-4%&-2%&-11%	.	5%&-4%&-1%&3%	.	0.0%&8.0%&0.0%&-1.1%
O=C1OC(c2ccc(Br)cc2)=N/C1=C\N1CC2CC(C1)c1cccc(=O)n1C2 (stereo unspecified)	.	.	-1%	9%[0.0958 µM]	-11%	0%	5%	2.6%
CNP1(NC)=NC(C(F)(F)F)=NC(C(F)(F)F)=N1	9%	-13%	1%	-6%	-10%[46.1 µM]	8%	-3%	-2.2%
O=[N+]([O-])c1ccc(N2CCOCC2)c2ccncc12	-5%	-1%	6%	-1%	-8%	-3%	1%	-0.3%
Cc1oc(-c2ccccc2)nc1CN1C(=O)CN=C(c2ccccc2)c2ccccc21	9%	-8%	0%	-7%	-20%	-3%	0%	2.6%
COc1ccc(-c2nnc3sc(C4CCCCC4)nn23)cc1OC	?	1%	0%	-12%	-27%[46.1 µM]	18%	0%	-1.0%
O=C(C1CCC(=O)N1C1CCCCC1)N1CCC2(CC1)OCCO2 (stereo unspecified)	?	7%	6%	-7%	5%[46.1 µM]	8%	-30%	-1.0%
CN(C)C(=O)Oc1ccc(OCc2cccc[n+]2C)cc1	-14%	6%	-1%	-11%	22%	2%	-10%	0.0%

5 of the compounds above, with two lines to a compound.
Fields: ALDH1A1 block | GAA inh | aGlu spleen mod | Tau fluor cs | NPSR antagonist | aGal spleen mod | GAA glycogen mod | Epigenetic reg
> O=C1OC(c2ccc(Cl)cc2)=N/C1=C\N1CC2CC(C1)c1cccc(=O)n1C2 (stereo unspecified)
  . | . | -1% | -43%[0.0958 µM] | -6% | 6% | 1% | 0.1%
> Fc1ccc(C2=CCN(C(c3ccc(Cl)cc3)c3nnnn3Cc3ccccc3)CC2)cc1 (stereo unspecified)
  ? | -5% | 4% | -25% | -22% | -3% | 1% | -3.2%
> CN1CC[C@@H]2CN3CCc4cccc(c43)[C@@H]2C1
  -8% | . | 1% | -16% | . | -3% | . | 0.0%
> O=C(O)[C@@H]1C[C@H]1[C@@H](NP(=O)(c1ccccc1)c1ccccc1)c1ccccc1
  13%&-4% | 5% | 3%&0% | -1%&-10% | 6% | 7%&2% | 5% | 0.0%&1.1%
> CC(N)[C@H](O)c1ccccc1 (stereo partly specified)
  -7% | . | -1% | -3% | . | 5% | . | 1.1%
